Gal4-VP16 FLuc – inhibits Gal4-VP16 luciferase reporter, ROR gamma counter-screen; Drosophila S2 Gal4-VP16 UAS-luciferase, luminescence, 20 h; Potency, µM (series often up to 53.6 µM), for the others: at the top dose activity, negative = inhibition, most hits filed as inhibitors; 310,000 tested, 3.5% active;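 note: Gal4-VP16 expression switched on by copper sulfate through the metallothionein promoter; potency is the fitted concentration of half-maximal effect; % is set by controls: 0 for no effect and ±100 for the full control effect; nearly all actives have a fitted effect of over 50% in size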
p53 reactivation – mutant p53 re-activation in reporter cells. 320,000 tested, 0.063% active. Potency, µM (top dose mostly 92.2 µM), inactives show at the highest dose activity change, positive = activation, usual class: activators. AID 504706. H1299 p53-A138V BP100-luciferase reporter, luminescence, 24 h; note: potency is the fitted concentration of half-maximal effect; % of control where 0% means no effect; nearly all actives have a fitted effect of over 45% in size
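p53-null H1299 cells stably carrying temperature-sensitive p53-A138V and a BP100-luciferase reporter were pinned with compounds (4-point, 1:5 series) and held 24 hrs at 37 deg C. Luminescence was read 10 min after detection reagent.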
Menin MLL FP TR – inhibitors of human menin-MLL interaction, mutant MLL peptide; O00255; Menin + Texas Red MLL mutant peptide, fluorescence polarization; Potency, µM (highest dose often 61.6 µM), without a hit: at the top dose FP activity change, negative = inhibition, hits mostly inhibitors; 270,000 tested, 0.23% active; AID 1768; active = well fitted inhibition curve with a large enough effect in the polarisation, with a control signal flat, not every such curve was filed as active; inconclusive = small, poorly fitted or top-dose-only effect, or effect the other way, or a change in a side signal; inactive = no such curve, though single readings can be large or run the other way; the % refers to the polarisation; note: potency is the fitted concentration of half-maximal effect; % of control where 0% means no effect; many of its hits are not listed in these tables
Target sequence (O00255 whole entry, looked up): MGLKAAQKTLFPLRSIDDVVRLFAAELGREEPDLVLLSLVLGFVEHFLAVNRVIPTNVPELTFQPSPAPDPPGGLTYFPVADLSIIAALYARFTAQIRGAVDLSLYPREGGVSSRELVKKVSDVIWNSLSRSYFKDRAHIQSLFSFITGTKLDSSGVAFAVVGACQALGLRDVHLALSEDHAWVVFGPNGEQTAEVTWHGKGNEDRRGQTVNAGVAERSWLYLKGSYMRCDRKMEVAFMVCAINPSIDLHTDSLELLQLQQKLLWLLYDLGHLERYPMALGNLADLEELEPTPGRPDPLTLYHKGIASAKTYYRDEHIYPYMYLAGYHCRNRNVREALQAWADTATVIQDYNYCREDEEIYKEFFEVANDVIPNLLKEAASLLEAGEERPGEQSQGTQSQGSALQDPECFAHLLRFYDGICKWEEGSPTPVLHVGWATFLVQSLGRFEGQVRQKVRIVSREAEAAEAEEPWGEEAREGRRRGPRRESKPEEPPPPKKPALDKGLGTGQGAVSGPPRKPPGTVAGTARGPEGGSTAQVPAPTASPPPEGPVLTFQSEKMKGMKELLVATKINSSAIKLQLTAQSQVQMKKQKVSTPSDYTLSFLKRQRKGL
NPC1 prom act – activates the NPC1 promoter; AID 485313; 320,000 tested, 2.4% active; Huh7 NPC1 promoter luciferase reporter, 24 h; Potency, µM (series often up to 9.22 µM), for inactives: at the top dose activation, usual class: activators;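 note: potency is the fitted concentration of half-maximal effect; % of control where 0% means no effect; nearly all actives have a fitted effect of over 60% in size; reporter is driven by a mutant NPC1 promoter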
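Stable NPC1-promoter luciferase Huh7 line; cpd (DMSO) 24 h, 37 °C, 5% CO2; Amplite luciferase reagent 10 min RT; luminescence readout. qHTS format.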
PKM2 activator – activators of human pyruvate kinase M2. P14618. purified PKM2, Kinase-Glo ATP luminescence, activation; response scale: 0% is enzyme alone, no compound. Potency, µM (titrated, usually from 57.5 µM), for inactives: top-dose activation, actives largely listed as activators. 260,000 tested, 0.34% active. AID 1631; note: potency is the fitted concentration of half-maximal effect; % is set by controls: 0 for no effect and ±100 for the full control effect; nearly all actives have a fitted effect of over 55% in size
Target sequence (P14618 whole entry, looked up): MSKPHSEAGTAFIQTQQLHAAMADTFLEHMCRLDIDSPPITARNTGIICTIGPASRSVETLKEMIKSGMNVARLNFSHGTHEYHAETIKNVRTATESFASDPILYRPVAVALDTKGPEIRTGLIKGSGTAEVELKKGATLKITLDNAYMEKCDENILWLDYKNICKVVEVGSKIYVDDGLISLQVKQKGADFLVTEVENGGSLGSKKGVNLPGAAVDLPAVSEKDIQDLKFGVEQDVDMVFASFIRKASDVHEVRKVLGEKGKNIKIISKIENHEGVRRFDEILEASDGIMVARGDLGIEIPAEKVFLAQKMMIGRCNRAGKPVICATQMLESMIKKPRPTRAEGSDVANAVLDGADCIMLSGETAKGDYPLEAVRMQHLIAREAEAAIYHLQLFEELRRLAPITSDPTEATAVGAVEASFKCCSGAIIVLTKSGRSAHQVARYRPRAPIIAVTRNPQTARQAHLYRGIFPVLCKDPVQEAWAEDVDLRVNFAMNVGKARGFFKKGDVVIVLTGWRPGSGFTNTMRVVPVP
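Purified hPK-M2 (>95% pure) converted ADP (0.1 mM final) to ATP with 0.5 mM PEP in 50 mM imidazole pH7.2, KCl, MgCl2, Tween 20, BSA; 1 h at room temperature. ATP detected by Kinase-Glo luminescence.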
ELG1 genotox – genotoxicity induction in ELG1-luciferase HEK293T cells; AID 504466; HEK293T ELG1-luciferase reporter, luminescence, 16 h; 330,000 tested, 1.3% active; Potency, µM (titrated, usually from 46 µM), inactives show top-dose activity change, positive = activation, actives largely listed as activators; note: potency is the fitted concentration of half-maximal effect; % of control where 0% means no effect; nearly all actives have a fitted effect of over 60% in size
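Step 1: seed 2,000 HEK293T ELG1-luciferase cells per well. Step 2: add compound or DMSO, incubate 16 hr at 37 °C. Step 3: ONE-Glo, 30 min at room temperature, read luminescence.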
Rab9 prom act – Rab9 promoter activation; Huh7 Rab9 promoter-luciferase reporter, luminescence, 24 h; Potency, µM (series often up to 9.22 µM), inactives show top-dose activation, negative = inhibition, hits mostly activators; 320,000 tested, 2.8% active; AID 485297; note: potency is the fitted concentration of half-maximal effect; % of control where 0% means no effect; nearly all actives have a fitted effect of over 60% in size
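Promoter activation is measured as luciferase luminescence in Huh7 cells stably transfected with a Rab9 promoter–luciferase construct, following 24 h compound exposure at 37 °C and 10 min reagent incubation at ambient temperature.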
Giardia kill – Giardia lamblia killing | Giardia lamblia trophozoite viability | activity change, % at 7.66 µM, hits read low | 340,000 tested, 0.15% active | AID 540267; in the data active = activity change below about -80%; inconclusive = between about -30% and that limit;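 note: parasites exposed to compound for two days anaerobically before the ATP read; % is set by controls: 0 for no effect and ±100 for the full control effect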
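Giardia trophozoites, 100 cells per well, were exposed to compounds for 48 hrs at 37 deg C under anaerobic conditions; viability was then read as ATP content by bioluminescence after 15-30 min at room temperature.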
FLuc counter – inhibits or activates purified firefly luciferase, miR-21 counter-screen | P08659 | purified FLuc, Km substrates, luminescence inhibition | Potency, µM (doses to about 57.5 µM), inactives show at the highest dose activity change, negative = inhibition, usual class: inhibitors | 360,000 tested, 6.9% active;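 note: potency is the fitted concentration of half-maximal effect; plate controls were vehicle for no effect and reference inhibitor for full effect; nearly all actives have a fitted effect of over 55% in size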
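Biochemical qHTS of compounds, final roughly 60 µM downward over six points, against 10 nM purified firefly luciferase using Km concentrations of substrates (10 uM D-luciferin, 10 uM ATP) in Tris acetate pH 7.5 buffer; luminescence output.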
RORg inh – inhibitors of mouse ROR gamma transcriptional activity. P51450. Drosophila S2 Gal4-RORgamma UAS-luciferase reporter, 20 h. Potency, µM (titrated, usually from 53.6 µM), for inactives: at the top dose activity change, negative = inhibition, actives largely listed as inhibitors. 310,000 tested, 5.4% active; note: potency is the fitted concentration of half-maximal effect; % is set by controls: 0 for no effect and ±100 for the full control effect; nearly all actives have a fitted effect of over 60% in size
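Read-out: Photinus luciferase luminescence; inhibitors lower reporter signal. Insect Schneider cells with Gal4-ROR gamma fusion under metallothionein promoter, UAS reporter; 700 uM final copper sulfate induction, 20 hr, ambient temperature.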
BRCA1 expr act – activators of BRCA1 expression; MCF7-BRCA1-FFLuc reporter, luminescence, 48 h; response scale: scaled: vehicle 0%, 10 µM genistein 100%; Potency, µM (series often up to 46.1 µM), for the others: at the highest dose activation, hits mostly activators; 380,000 tested, 1.1% active; AID 624202; note: potency is the fitted concentration of half-maximal effect; nearly all actives have a fitted effect of over 80% in size; some results filed as inactive show a strong effect at the top dose
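Compounds are tested at multiple concentrations on MCF7 BRCA1-luciferase reporter cells seeded at 2000 per well; after 48 h, a single luminescence end-point is taken and curves fitted to the normalized data.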
Active calls of the source: *; u = inconclusive; x = no result given; & = joins results of further samples; [ ] = remark or other dose. Unless noted, calls come from the whole dose curve; as a rule, active = well fitted curve in the direction sought with a large enough effect; inconclusive = small, poorly fitted or top-dose-only effect, or another doubt; inactive = no such curve, though single readings can be large; an effect the other way counts as inactive or inconclusive. Some of the compounds tested, so the mix of outcomes need not match the whole.

SMILES	Gal4-VP16 FLuc	p53 reactivation	Menin MLL FP TR	NPC1 prom act	PKM2 activator	ELG1 genotox	Rab9 prom act	Giardia kill	FLuc counter	RORg inh	BRCA1 expr act
O=C(NCCOc1ccccc1)c1cccc(S(=O)(=O)NCc2ccccc2)c1	x	-5%	x	0%	x	0%	-3%	22	3%	x	-44%
CN(C)C(=S)NC(=O)C(c1ccccc1)c1ccccc1	u	16%	12%	1%	0%	-2%	2%	3	1%	1.4µM*	-9%
O=C(c1ccc(Cl)cc1)C1CCN(C(=O)NC2CCCCC2)CC1	-4%[0.365 µM]	-11%	-2%	-1%	-2%	u	-8%	-11	2%	u	-78%[inhibitor]
CC(C)(C)NC(=O)COC(=O)c1ccc(S(=O)(=O)N2CCCCCC2)cc1	-7%	u	-13%	-4%	-1%	-2%	2%	16	11%	-13%	1%
CN(Cc1nc2ccccc2n1C)S(C)(=O)=O	-10%	2%	-14%	-3%	-7%	8%	-3%	-9	5%	-1%	0%
CCc1nn(CCCC(=O)N2CCC(C)CC2)c(=O)c2cc3occc3n12	-6%	0%	x	2%	x	-2%	-6%	-3	-1%	26%	8%
c1csc(C2Nc3cccc4cccc(c34)N2)c1	-17%	-1%	u	3%	0%	1%	-1%	7	u	-21%	-15%
C/C(=N/NS(=O)(=O)c1ccc(C(C)C)cc1)c1ccncc1	-4%	7%	8%	0%	2%	-9%	-8%	-2	2%	16%	-28%
Cc1ccccc1NS(=O)(=O)c1ccc(N2CCCC2=O)cc1	7%	-10%	u	-24%	30%	-3%	-17%	-8	-2%	2%	-79%
CCOc1ccc(NC(=O)CC(NCc2ccccn2)C(=O)O)cc1 (configuration not stated)	-8%	-2%	2%	-3%	6%	-1%	-13%	14	2%	-37%	2%
COc1ccc([N+](=O)[O-])cc1NC(=O)c1cccnc1	-11%	7%	-1%	-1%	-17%	-1%	-1%	0	2%	17%	-38%
CNC(=O)CCn1nc(-c2ccc(C)cc2)c2ccccc2c1=O	3%	1%	-4%	-2%	x	0%	2%	-5	2%	10%	2%
NC(=O)CSc1nnc(COc2ccc3ccccc3c2)o1	-5%	13%	-1%	-4%	0%	-4%	2%	-5	-13%	-33%	7%
CCn1c(SCC(=O)c2cc(C)n(CC3CCCO3)c2C)nc2ccccc21 (configuration not stated)	7%	u	0%	25%	12%	6%	u	25	27µM*	-20%	u
CN1CCN(c2ccc(NC(=O)c3ccc(Oc4ccccc4)cc3)cc2)CC1	3%	3%	9%	1%	x	2%	7%	13	u	-38%	0%

Shown as labelled records: part of the list above.
CC(C)(C)NC(=O)COC(=O)c1ccc(S(=O)(=O)N2CCCCCC2)cc1
  Gal4-VP16 FLuc = -7%; p53 reactivation = u; Menin MLL FP TR = -13%; NPC1 prom act = -4%; PKM2 activator = -1%; ELG1 genotox = -2%; Rab9 prom act = 2%; Giardia kill = 16; FLuc counter = 11%; RORg inh = -13%; BRCA1 expr act = 1%

CN(Cc1nc2ccccc2n1C)S(C)(=O)=O
  Gal4-VP16 FLuc = -10%; p53 reactivation = 2%; Menin MLL FP TR = -14%; NPC1 prom act = -3%; PKM2 activator = -7%; ELG1 genotox = 8%; Rab9 prom act = -3%; Giardia kill = -9; FLuc counter = 5%; RORg inh = -1%; BRCA1 expr act = 0%

CCc1nn(CCCC(=O)N2CCC(C)CC2)c(=O)c2cc3occc3n12
  Gal4-VP16 FLuc = -6%; p53 reactivation = 0%; Menin MLL FP TR = x; NPC1 prom act = 2%; PKM2 activator = x; ELG1 genotox = -2%; Rab9 prom act = -6%; Giardia kill = -3; FLuc counter = -1%; RORg inh = 26%; BRCA1 expr act = 8%

c1csc(C2Nc3cccc4cccc(c34)N2)c1
  Gal4-VP16 FLuc = -17%; p53 reactivation = -1%; Menin MLL FP TR = u; NPC1 prom act = 3%; PKM2 activator = 0%; ELG1 genotox = 1%; Rab9 prom act = -1%; Giardia kill = 7; FLuc counter = u; RORg inh = -21%; BRCA1 expr act = -15%

Carrying on.
SMILES	Gal4-VP16 FLuc	p53 reactivation	Menin MLL FP TR	NPC1 prom act	PKM2 activator	ELG1 genotox	Rab9 prom act	Giardia kill	FLuc counter	RORg inh	BRCA1 expr act
Cc1ccc(-n2[nH]c(C)c(C=Nc3ccc(C)cn3)c2=O)cc1	-7%	7%	12%	-4%	-24%	-8%	2%	-7	0%[2.3 µM]	u	8%
CC1(CCc2ccccc2)NC(=O)N(CC(=O)N2CC(=O)Nc3ccccc32)C1=O (configuration not stated)	3%	-1%	x	0%	1%	-3%	4%	24	-1%	-28%	0%
Cn1cnnc1SCC(=O)n1c2ccccc2c2ccccc21	-5%	-1%	15%	3%	0%	-3%	4%	0	-5%	-10%	17%
Cc1c(CC(C)C)nc(N)c(C#N)c1-c1ccccc1	3%	-1%	-9%	-5%	-7%	6%	-4%	-18	-2%	-3%	-45%
O=C(CN1CCN(c2ccccc2)CC1)Nc1cccc(C(F)(F)F)c1	-5%	3%	12%	-4%	-3%	-3%	-5%	5	1%	-3%	33%
CC1(C)C(=O)N(c2ccccc2F)C(=O)c2ccccc21	-5%	-4%	32%[activator]	1%	-7%	-1%	2%	-11	-3%	4%	0%
Oc1csc(Cc2nc(-c3ccc(Br)cc3)cs2)n1	-4%	15%	u	3.2µM*	0%	u	3.5µM*	2	u	u	82%
COc1ccc(N2CCN(C3CCCN(C(=O)c4cccc(C)n4)C3)CC2)cc1 (configuration not stated)	-3%	-5%	-2%	-5%	-9%	-7%	-7%	3	0%	1%	-15%
CN(C)C(CNC(=O)c1ccc([N+](=O)[O-])cc1Cl)c1ccco1 (configuration not stated)	-4%	10%	-7%	0%	-6%	11%	-1%	7	-14%	28%	17%
Cc1nc(NC(=O)CSc2ccc(-c3nc4ccccc4[nH]3)cn2)sc1C	u	15%	5%	u	-10%	u	u	-12	-13%	-85%	-54%
O=C(O)c1cccc(Nc2nc(N3CCOCC3)nc(N3CCOCC3)n2)c1	7%	-10%	u	-5%	-2%	-6%	-8%	-6	3%	-17%	-2%
COC(=O)C1C(=O)c2c([nH]c(C(=O)OCCOC(C)C)c2C)CC1C (configuration not stated)	u	6%	-13%	27%	2%	u	u	-13	13µM*	23%	83%
CC1CCC(NC(=O)COC(=O)c2ccc3ncsc3c2)CC1 (configuration not stated)	x	3%	x	7%	x	2%	11%	-2	0%	x	31%
CS(=O)(=O)c1ccc2nc(NC(=O)Nc3cccc(Cl)c3)sc2c1	u	14%	x	30%	-12%	0%	26%	-15	u	u	-26%
CCC(CC)C(=O)NC12CC3CC(CC(C3)C1)C2	-2%	-11%	-19%	-1%	9%	-1%	2%	14	6%	-23%	-2%
Cc1ccc(NC(=S)Nc2ccc3cn[nH]c3c2)c(C)c1	-10%	0%	2%	-3%	2%	-3%	-2%	-6	1%	u	1%
Clc1ccc(-c2nn3c(-c4ccccn4)nnc3s2)c(Cl)c1	-6%	1%	-3%	0%	-5%	4%	-5%	x	-1%	2%	x
Cn1c(CSc2nc3ccccc3s2)nnc1SCC(=O)NCCN1CCOCC1	28%	x	8%	x	0%	x	x	-1	-5%	-1%	9%
CC(c1ccccc1)C(CC(=O)O)C(=O)NC1CCCCC1 (configuration not stated)	-8%	-4%	9%[11.7 µM]	1%	0%	0%	-3%	-27	0%	-15%	-12%
O=C1c2ccccc2-c2onc3ccc(NCc4ccco4)c1c23	-28%	13%	u	10%	-18%	-4%	-2%	6	u	u	-44%
COc1cccc(CNS(=O)(=O)c2cc3c(cc2C)n(C)c(=O)c(=O)n3C)c1	0%	6%	-20%	-2%	24%	-9%	-4%	-9	0%&-2%	-9%	1%
CCNC(=S)N(CCc1c(C)[nH]c2ccc(OC)cc12)Cc1cccnc1	6%	0%	16%	u	x	0%	-7%	3	0%	9%	-32%
C=CCNC(=O)Nc1ccc(F)c(Cl)c1	-11%	5%	6%	0%	-3%	1%	-4%	-1	-8%	7%	30%
Cc1ccc2c(c1)CC1(CN2C)C(=O)OC2(CCCCC2)OC1=O	-4%	9%	-1%	1%	-1%	7%	-2%	7&1	4%	7%	-39%&21%
O=C1/C(=N\S(=O)(=O)c2cccs2)C([n+]2cccc(Cc3ccccc3)c2)=C([O-])c2ccccc21	u	-12%	x	-15%	-1%	3%	-38%[inhibitor]	25	3%	u	-75%
Clc1nccc2c1ccc1ccccc12	-3%	x	-2%&4%	6%[46.1 µM]	x	x	2%[46.1 µM]	x	x	-14%	31%
COc1cc(CCC(=O)OCC(N)=O)cc(OC)c1OC	-9%	2%	8%	-4%	x	-3%	2%	0	1%	-4%	8%

Screens: PubChem, National Center for Advancing Translational Sciences (NCATS)
